KB-V1 MDR tox: KB-V1 MDR subline cytotoxicity. KB-V1 MDR cells viability, CellTiter-Glo, 72 h. Potency, µM (titrated, usually from 46.1 µM), without a hit: at the top dose activity change, negative = cytotoxicity, hits mostly cytotoxic. 3.4% of 400,000 active; also: potency is read from the fitted curve at half-maximal effect; % is scaled to controls: 0 for no effect and ±100 for the full control effect; nearly all actives have a fitted effect of over 60% in size
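qHTS viability screen in drug-selected KB-V1 MDR cells: 72 h compound treatment at 37 degrees C, ATP luminescence end point.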
KB-3-1 cytotox: kills parental KB-3-1 adenocarcinoma cells; Potency, µM (top dose mostly 46.1 µM), inactives show at the highest dose activity change, negative = cytotoxic, actives largely listed as cytotoxic; AID 1347075; KB-3-1 viability, CellTiter-Glo ATP luminescence, 72 h; 1.4% of 400,000 active; also: potency is read from the fitted curve at half-maximal effect; % is scaled to controls: 0 for no effect and ±100 for the full control effect; nearly all actives have a fitted effect of over 60% in size
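Multi-concentration cytotoxicity screen in KB-3-1 cells grown in DMEM lacking phenol red with 10% FBS. After 72 h at 37 °C with compound, ATP-dependent luminescence was recorded.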
MCF10A rerep: DNA re-replication induction in MCF 10a cells. MCF 10A DNA re-replication, Hoechst nuclear intensity, 48 h. Potency, µM (highest dose often 46.1 µM), inactives show at the highest dose activity, positive = re-replication, actives largely listed as activators. 2.9% of 350,000 active. AID 624296; also: potency is read from the fitted curve at half-maximal effect; % of control where 0% means no effect; nearly all actives have a fitted effect of over 50% in size
HT1080 IDH1KD tx: toxicity to HT-1080 IDH1 knockdown cells (counter line). HT-1080 IDH1 knockdown viability, ATP luminescence, 48 h. Potency, µM (titrated, usually from 46.1 µM), inactives show at the top dose activity, negative = toxicity, usual class: cytotoxic. 2% of 360,000 active. AID 686971;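 also: potency is read from the fitted curve at half-maximal effect; 0% = DMSO wells and -100% = cell-free medium wells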
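IDH1KD HT-1080 cells, 750/well, RPMI + 5% FBS; compound pinned after 2 h settling; 48 h, 37 °C; CellTiter-Glo luminescence; % activity normalised to DMSO and no-cell wells; curves fitted, classed by r2 and efficacy.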
DRD3 agonist: D3 dopamine receptor (human) agonism | P35462 | D3R DiscoveRx beta-arrestin cells, luminescence, 90 min | max activation, % | 0.58% of 410,000 active | AID 652048; in the data active = max activation above about 30%; also: 0% is about no effect; mostly tested at two doses, the higher about 12 µM
Target sequence (P35462 whole entry, looked up): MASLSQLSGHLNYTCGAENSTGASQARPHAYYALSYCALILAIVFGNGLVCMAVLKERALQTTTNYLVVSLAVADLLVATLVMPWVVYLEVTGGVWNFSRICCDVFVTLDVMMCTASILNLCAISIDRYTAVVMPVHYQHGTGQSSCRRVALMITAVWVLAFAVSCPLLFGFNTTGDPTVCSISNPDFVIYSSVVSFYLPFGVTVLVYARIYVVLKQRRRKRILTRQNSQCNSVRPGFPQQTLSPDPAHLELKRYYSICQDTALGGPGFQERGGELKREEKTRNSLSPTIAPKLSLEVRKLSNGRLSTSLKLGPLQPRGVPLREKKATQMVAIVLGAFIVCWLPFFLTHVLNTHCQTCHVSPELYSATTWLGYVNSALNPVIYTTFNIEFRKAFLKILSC
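Cells at 1500/well, incubated overnight, then treated with pinned compounds (dopamine as control) for 90 min at 37 degrees C. DiscoveRx reagent added for 30 - 60 minutes at room temperature; luminescence read.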
IL-1B inflam inh: blocks inflammasome-driven IL-1 beta release; THP-1 LPS/ATP IL-1B secretion, AlphaLISA, 16 h; active compounds read low; activity change, % at 57.5 µM; 4.7% of 360,000 active; AID 743279; in the data active = activity change below about -50%; inconclusive = mostly about -30% to -49%; also: % is scaled to controls: 0 for no effect and ±100 for the full control effect
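Secreted IL-1B measured by AlphaLISA bead assay after 16 h compound exposure of THP-1 cells; compounds (final up to 57.5 uM) added 1 h before LPS (250 ng/mL) and ATP (1.25 mM) stimulation; lower signal means less secretion.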
SW480 rerep: DNA re-replication induction in SW480 cells; SW480 DNA re-replication, Hoechst DNA content imaging, 48 h; Potency, µM (series often up to 46.1 µM), inactives show top-dose re-replication activation, hits mostly activators; 1.8% of 340,000 active; also: potency is read from the fitted curve at half-maximal effect; % of control where 0% means no effect; nearly all actives have a fitted effect of over 55% in size
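Per well, 250 cells were exposed to pinned compound for 48 hr. Nuclear DNA was visualised with Hoechst (40 min, 37 C) and total object intensity recorded by fluorescence scanning.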
HEK293 tox: cytotoxic in the GLP-1 receptor inverse agonist counter-screen; HEK293 cAMP-luciferase reporter cells, luminescence, 24 h; Potency, µM (series often up to 38.3 µM), for the others: top-dose activity change, negative = inhibition, most hits filed as inhibitors; AID 624418; 0.13% of 410,000 active;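 also: loss of luciferase light is scored as toxicity; potency is read from the fitted curve at half-maximal effect; % is scaled to controls: 0 for no effect and ±100 for the full control effect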
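A 23 nL compound transfer followed 12 hours of cell culture at 37 deg C; exposure then lasted 24 hr. Luciferase assay detection reagent was dispensed and plates read for luminescence after a 12 min room-temperature wait.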
HT1080NT lethal: kills 2HG-producing HT-1080-NT fibrosarcoma cells. 1.6% of 360,000 active. AID 686970. Potency, µM (series often up to 46.1 µM), inactives show top-dose activity, negative = less viability, actives largely listed as cytotoxic. HT-1080-NT fibrosarcoma viability, CellTiter-Glo ATP luminescence, 48 h;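 also: NT is the 2HG producing partner of a matched IDH1 knockdown line; potency is read from the fitted curve at half-maximal effect; 0% = DMSO-treated cells and -100% = media-only wells without cells; nearly all actives have a fitted effect of over 55% in size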
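Viability of the 2HG-overproducing fibrosarcoma line after 48 hours of compound exposure at 37 degrees C was determined by luminescence with CellTiter-Glo, and concentration-effect curves were then fitted and categorized.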
* hit, by the source's call; ? = inconclusive; / = not tested or not shown; & = joins results of further samples; [ ] = another dose, or the depositor's remark. Unless noted, calls follow the shape of the dose curve; as a rule, active = well fitted curve in the direction sought with a large enough effect; inconclusive = small, poorly fitted or top-dose-only effect, or another doubt; inactive = no such curve, though single readings can be large; an effect the other way counts as inactive or inconclusive. Outcome played no part in choosing rows, and some 11% of all compounds hit somewhere here.

SMILES | KB-V1 MDR tox | KB-3-1 cytotox | MCF10A rerep | HT1080 IDH1KD tx | DRD3 agonist | IL-1B inflam inh | SW480 rerep | HEK293 tox | HT1080NT lethal
COc1cc(CNCc2ccccn2)ccc1OCC(=O)NC(C)(C)C | 21µM* | 0% | 0% | 4% | -8 | 12 | -7% | 6% | 7%
O=C1[C@H]2[C@@H](c3ccc(C(F)(F)F)cc3)N[C@]3(CCCN(Cc4ccco4)C3=O)[C@H]2C(=O)N1Cc1ccccc1 | -5% | 19% | / | 4% | 7 | 29 | / | 3% | 10%
CC(=O)Nc1cccc(C(=O)N/N=C/c2ccc(F)cc2)c1 | -2% | ? | 0% | 15% | -2 | 0 | -5% | 13% | ?
C=CCn1c(SCC(N)=O)nc2scc(-c3ccc(C)o3)c2c1=O | -2% | ? | -4% | -1% | -7 | 36 | -9% | 20% | -5%
CN(C)c1ccc(CNC(=O)CN(C)S(=O)(=O)c2ccc3c(c2)c(=O)n(C)c(=O)n3C)cc1 | ? | -47%&2% | 6% | 10% | 2&9 | -17 | 5% | -1%&-9% | -2%
O=C(COc1ccc(Cl)cc1)Nc1ccccc1C(=O)NCc1cccnc1 | / | / | 3% | -1% | 13 | -28 | 7% | -14% | -8%
CCc1ccc(C(=O)COc2ccc(NC(C)=O)cc2)cc1 | 8% | 16% | 9% | 6% | -4 | -6 | -4% | -11% | 0%
CNc1ncnc2c1ncn2-c1ccccc1 | ? | 3% | 4% | -10% | 1 | -7 | ? | -14% | 0%
CC(=O)N1CC2(c3ccccc3)CN(C(C)=O)CC(c3ccccc3)(C1)C2=O | -21% | 0% | -5% | -9% | -5 | 25 | 2% | 0% | 21%
Cc1ccc(Cl)cc1NC(=O)c1nnn(Cc2ccccc2)c1N | 3% | ? | / | / | -8 | / | / | 8% | /
Cn1c(SCC(=O)Nc2ccc3c(c2)OCCO3)nnc1-c1ccco1 | 8% | 22% | -8% | 25% | 2 | -8 | -7% | -1% | ?
CCn1nc(C)c(CNC(=O)C2CCC(=O)N(Cc3ccc(Cl)cc3)C2)c1C (stereo unspecified) | -4% | 0% | ? | 6% | 4 | 7 | 6% | 2% | 8%
Cc1ccnc(NC(=O)c2cc3c(=O)oc4ccc(C)cc4c3s2)c1 | -1% | 2% | -3% | 25% | 9 | -11 | 0% | 2% | 14%
CCn1c(CNc2ccc(Cl)cc2)nnc1SCC(=O)NCc1ccccc1 | -12% | -5% | 0% | -16% | 18 | -16 | -7% | -20% | -23%
Cc1nc2ncnn2c(C)c1CCC(=O)NCc1ccco1 | 24% | 7% | ? | -8% | 0 | 12 | -14% | -8% | -1%
OC(COc1ccc(CN2CCCCO2)cc1)CN1CCCCC1 (stereo unspecified) | -2% | ? | ? | -8% | -24 | 0 | 0% | -2% | 0%
Cc1csc(NC(=O)CSc2nncs2)n1 | -12% | 0% | 1% | 0% | 1 | 6 | 4% | -4% | 2%
N#CCCN(C(=O)COC(=O)CCc1nc2ccccc2c(=O)[nH]1)c1ccc(F)cc1 | / | / | 27% | 0% | -11 | -1 | 9% | 11% | -4%
O=C(Cn1cnc2ccccc21)N/N=C/c1cccs1 | 0% | 14% | 0% | 20% | 7 | 4 | 0% | 14% | 10%
N#Cc1ccccc1Cn1c(=O)n(Cc2ccc(C(=O)NC3CCN(Cc4ccccc4)CC3)cc2)c(=O)c2ccccc21 | ? | 7% | / | / | -10 | / | / | 4% | /
COc1cccc2cc3c(=O)oc4ccccc4c3nc12 | -8% | -2% | 18% | -1% | 0 | 9 | 15% | 21% | -4%
COc1ccc(-c2noc3c2-c2nc(-c4ccccc4Cl)sc2CC3)cc1 | 5% | 11% | -10% | 11% | 4 | 9 | -3% | 8% | 21%
O=C1c2ccccc2NC(c2ccc(O)cc2)N1/N=C/c1ccc(O)cc1 (stereo unspecified) | 9% | 9% | 4% | 7% | -2 | -14 | -4% | -3% | -3%
COC(=O)Cc1csc(NC(=O)CSc2nncn2C)n1 | -6% | 5% | -35%[inhibitor] | 13% | -10 | -14 | 1% | -3% | 12%
Cc1cccc(N(CC(=O)Nc2c(C)n(C)n(-c3ccccc3)c2=O)S(C)(=O)=O)c1 | -6% | 10% | -1% | 8% | 6 | -7 | -1% | 3% | 7%

In a second layout: entries from further up
Each structure is followed by: KB-V1 MDR tox | KB-3-1 cytotox | MCF10A rerep | HT1080 IDH1KD tx | DRD3 agonist | IL-1B inflam inh | SW480 rerep | HEK293 tox | HT1080NT lethal
CCn1nc(C)c(CNC(=O)C2CCC(=O)N(Cc3ccc(Cl)cc3)C2)c1C (stereo unspecified)
    -4% | 0% | ? | 6% | 4 | 7 | 6% | 2% | 8%
Cc1ccnc(NC(=O)c2cc3c(=O)oc4ccc(C)cc4c3s2)c1
    -1% | 2% | -3% | 25% | 9 | -11 | 0% | 2% | 14%
CCn1c(CNc2ccc(Cl)cc2)nnc1SCC(=O)NCc1ccccc1
    -12% | -5% | 0% | -16% | 18 | -16 | -7% | -20% | -23%
Cc1nc2ncnn2c(C)c1CCC(=O)NCc1ccco1
    24% | 7% | ? | -8% | 0 | 12 | -14% | -8% | -1%

(more compounds)
SMILES | KB-V1 MDR tox | KB-3-1 cytotox | MCF10A rerep | HT1080 IDH1KD tx | DRD3 agonist | IL-1B inflam inh | SW480 rerep | HEK293 tox | HT1080NT lethal
CCN(CCO)c1nc(N2CCCCC2)c2cnn(C)c2n1 | 7% | 1% | 5% | -5% | 1 | 14 | -17% | -8% | 2%
CC(C)(C)NC(=O)c1ccc(COc2ccc(Cl)cc2Cl)o1 | 13µM* | ? | ? | -21% | 10 | -69* | 6% | 2% | ?
Cc1cccc(NS(=O)(=O)Cc2ccccc2)c1C | -16% | 0% | 1% | 25% | -9 | -20 | 0% | 24% | 15%
CNc1nc(NCc2ccccc2)nc(N)c1[N+](=O)[O-] | -18% | 2% | 0% | 11% | 7 | 58 | -24% | -5% | 18%
Cc1cc(C)c(NC(=O)Nc2ccc3snnc3c2)c(C)c1 | -1% | -1% | / | / | 1 | / | / | -3% | /
NC(=O)CSc1nnc(Cc2csc(Nc3ccccc3)n2)n1Cc1ccccc1 | -5% | 3% | -9% | 0% | -9 | 1 | -4% | -1% | 0%
CCN(C(=O)COC(=O)c1ccc(SC)cc1OC)C1CCS(=O)(=O)C1 (stereo unspecified) | 0% | 8% | 8% | 1% | 1 | 11 | -2% | -28% | 4%
O=C1NC(=NCc2ccccc2)S/C1=C/c1ccc(O)cc1 | ? | ? | ? | ? | -25 | -76* | ? | ? | ?
CCN1CCN(CCCNC(=O)CCC(=O)N2CCOc3ccccc32)CC1 | 16% | 4% | -1% | -2% | -5 | -10 | -3% | 9% | 18%
CCOC(=O)CCc1n[nH]c(=O)[nH]c1=O | 0% | 0% | -1% | -2% | 3 | 0 | -4% | -3% | 6%
CCCN1CCN(c2nc(-c3cccs3)nc3ccccc23)CC1 | -6% | -5% | ? | -1% | -23 | -28 | ? | -26% | 6%
O=C(c1ccc(F)cc1)C(CCCCCC(CN1CCOCC1)C(=O)c1ccc(F)cc1)CN1CCOCC1 (stereo unspecified) | -25% | ? | ? | ? | -13 | ? | ? | -15% | ?
COc1ccc(Br)cc1CNC(C)c1ccccc1 (stereo unspecified) | -16% | -11% | -7% | -21% | -12 | ? | -1% | -20% | -14%
O=C(c1cccc(N2C(=O)c3ccccc3C2=O)c1)N1CCCCCC1 | 0% | 8% | -7% | 10% | -1 | 25 | -4% | -4% | 13%
COc1ccc(-c2nnn(CC(=O)N(Cc3cccs3)C(C)C(=O)NC3CCCC3)n2)cc1OC (stereo unspecified) | 2.1µM* | -10% | 7% | ? | -1 | -15 | -3% | -36% | -28%
O=C(CSC1=NCCN1)Nc1cccc([N+](=O)[O-])c1 | 4% | -2% | ? | -24% | -15 | -67* | 1% | ? | -10%
CCn1cc(C(=O)O)c(=O)c2cc(S(=O)(=O)N3CCCCCC3)ccc21 | 0% | -7% | 0% | -3% | -7 | -11 | -6% | 6% | -3%
O=C(NCCN1CCOCC1)c1ccc(Cl)c(Cl)c1 | 0% | 15% | 0% | 28% | -23 | 6 | 1% | -3% | 17%
CN(C)c1nc(N2CCOCC2)nc(N(c2ccccc2)c2ccccc2)n1 | 17% | -5% | 2% | 0% | 2 | -12 | -5% | -2% | 0%
Cc1ccccc1NC(=O)N1CCN(c2ncccn2)CC1 | -1% | ? | -8% | 5% | -3 | 0 | 0% | 1% | 12%
CC(=O)NC(CCS(C)(=O)=O)C(=O)Nc1cccc(C(C)=O)c1 (stereo unspecified) | 26% | 13% | -1% | 3% | -1 | 10 | -4% | -13% | -1%
O=C1/C(=C/c2ccc(C(=O)O)cc2)CCC/C1=C\c1ccc(C(=O)O)cc1 | 2% | 13% | 5% | 6% | 0 | -4 | -11% | 2% | 2%
C/C(=N\NC(=S)NC(C)C)c1ccc(-n2ccnc2)cc1 | ? | 5% | 11% | 6%[9.24 µM] | 2 | -17 | -6% | -21% | 15%
COc1ccc(NS(=O)(=O)c2ccc(SC)cc2)cc1 | -16% | -5% | -1% | -13% | -8 | 5 | ? | 7% | -28%
COc1ccc(Br)c(C(=O)Nc2cc3c(cc2N2CCCC2)n(C)c(=O)c(=O)n3C)c1 | ? | -22% | / | / | 3 | / | / | -1% | /
O=C(COc1ccc(Cl)cc1)OCc1cc(=O)n2nc(C3CC3)sc2n1 | 3% | 6% | / | / | -4 | / | / | 14% | /
CCn1c(Cc2ccccc2)nnc1SCC(=O)Nc1ccc(OC)cc1 | 0% | -13% | 15% | 2% | 1 | 5 | ? | -7% | -3%
COc1ccc2c(C)c(CCC(=O)NCc3ccc(Cl)cc3)c(=O)oc2c1C | -11% | -9% | / | / | -22 | / | / | 26% | /
O=C(Oc1ccccc1)c1cc2ccccc2oc1=O | -8% | -6% | 1% | -2% | 6 | -23 | -14% | 2% | 1%
CN(C(=O)COC(=O)c1cccc(S(=O)(=O)N2CCOCC2)c1)C1CCS(=O)(=O)C1 (stereo unspecified) | 25% | -1% | 3% | -2% | -16 | 4 | -3% | 14% | -3%

Screening data from PubChem.
